Screens deposited in PubChem by Center for Chemical Genomics, University of Michigan.
Dicer inh: human Dicer pre-microRNA cleavage inhibition. 47,000 tested, 6% active. Q9UPY3. cat-ELCCA pre-miR-21 Dicer processing, chemiluminescence; active compounds read high. z-score at 25 µM; in the data active = z-score above about 3, passing the limit was not always enough;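 note: plate controls were vehicle for no effect and no enzyme for full effect; higher signal means more uncleaved substrate so more Dicer inhibition; strong numbers were not always called active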
Target sequence (Q9UPY3 whole entry, looked up): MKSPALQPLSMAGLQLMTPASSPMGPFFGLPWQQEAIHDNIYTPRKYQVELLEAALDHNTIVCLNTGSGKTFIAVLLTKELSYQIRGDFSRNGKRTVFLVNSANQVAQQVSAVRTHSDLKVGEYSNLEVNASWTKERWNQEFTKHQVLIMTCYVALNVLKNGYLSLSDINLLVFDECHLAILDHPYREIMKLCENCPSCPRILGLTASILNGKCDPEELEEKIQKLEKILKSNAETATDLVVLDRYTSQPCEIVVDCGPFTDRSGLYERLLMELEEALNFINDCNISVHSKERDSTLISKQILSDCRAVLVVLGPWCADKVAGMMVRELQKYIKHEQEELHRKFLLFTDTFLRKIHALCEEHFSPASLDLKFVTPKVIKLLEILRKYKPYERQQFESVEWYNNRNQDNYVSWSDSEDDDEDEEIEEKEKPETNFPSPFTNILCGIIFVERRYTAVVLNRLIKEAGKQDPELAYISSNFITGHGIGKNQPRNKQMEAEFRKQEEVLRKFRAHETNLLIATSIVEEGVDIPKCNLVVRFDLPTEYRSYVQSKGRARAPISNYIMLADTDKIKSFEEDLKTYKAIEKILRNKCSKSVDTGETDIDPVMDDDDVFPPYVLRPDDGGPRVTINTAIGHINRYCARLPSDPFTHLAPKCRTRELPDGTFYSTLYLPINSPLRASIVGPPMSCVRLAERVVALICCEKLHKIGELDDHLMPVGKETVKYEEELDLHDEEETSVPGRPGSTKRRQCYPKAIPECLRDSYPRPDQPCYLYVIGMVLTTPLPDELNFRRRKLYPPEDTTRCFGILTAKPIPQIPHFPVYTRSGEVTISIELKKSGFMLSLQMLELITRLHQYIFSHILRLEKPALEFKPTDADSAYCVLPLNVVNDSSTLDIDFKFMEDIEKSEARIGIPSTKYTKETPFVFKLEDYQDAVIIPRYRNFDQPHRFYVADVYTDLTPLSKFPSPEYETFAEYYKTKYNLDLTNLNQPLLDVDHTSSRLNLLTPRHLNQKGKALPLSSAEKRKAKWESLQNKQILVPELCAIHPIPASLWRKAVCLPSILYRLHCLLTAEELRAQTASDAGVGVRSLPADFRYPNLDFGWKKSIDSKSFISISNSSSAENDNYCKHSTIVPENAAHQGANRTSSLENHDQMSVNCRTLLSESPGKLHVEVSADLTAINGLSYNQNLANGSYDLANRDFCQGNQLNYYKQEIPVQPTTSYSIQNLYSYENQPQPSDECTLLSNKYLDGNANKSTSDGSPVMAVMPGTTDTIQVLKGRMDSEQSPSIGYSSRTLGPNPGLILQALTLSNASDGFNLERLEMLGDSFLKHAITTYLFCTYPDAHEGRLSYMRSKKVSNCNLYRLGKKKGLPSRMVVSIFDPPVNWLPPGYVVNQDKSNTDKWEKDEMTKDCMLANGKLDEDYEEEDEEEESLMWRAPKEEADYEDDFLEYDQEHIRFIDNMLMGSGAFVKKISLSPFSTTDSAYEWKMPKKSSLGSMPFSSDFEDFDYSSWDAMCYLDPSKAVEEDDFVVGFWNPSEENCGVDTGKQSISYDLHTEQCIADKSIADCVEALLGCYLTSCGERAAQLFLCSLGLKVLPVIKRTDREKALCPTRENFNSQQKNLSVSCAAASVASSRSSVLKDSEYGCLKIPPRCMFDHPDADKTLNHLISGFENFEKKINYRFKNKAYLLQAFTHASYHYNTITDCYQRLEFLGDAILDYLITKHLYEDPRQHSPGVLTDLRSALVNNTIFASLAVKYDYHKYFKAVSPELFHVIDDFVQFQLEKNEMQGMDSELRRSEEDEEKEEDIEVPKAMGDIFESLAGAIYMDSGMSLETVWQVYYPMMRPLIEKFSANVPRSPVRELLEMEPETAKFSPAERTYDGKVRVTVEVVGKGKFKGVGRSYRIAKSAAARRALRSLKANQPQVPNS
* marks the source's active call; other numbers are inactive results. The list is partial (hit frequency here may not be typical).

SMILES | Dicer inh
O/N=C1/C2CC3C1C14CC(C2/C1=N\O)C34 (stereo not drawn) | -0.79
Cc1nc(S(=O)(=O)Nc2ccc(-n3nc(C(F)(F)F)cc3-c3cccs3)cc2)cn1C | 2.53
COc1ccc(Cl)cc1NS(=O)(=O)N(C)C | 0.4
O=c1[nH]c(=O)n(-c2ccccc2)c2c1CN(C1CCCCC1)CN2 | 1.81
Cc1ccsc1CNC(=O)CSCC(=O)O | -0.96
O=C(NCCc1ccccn1)c1cn(S(=O)(=O)c2ccccc2)c2ccccc12 | -0.23
CCN(CC)c1ncnc2c1sc1nc3c(cc12)COC(C)(C)C3 | 2.39
FC(F)(F)c1cnc(Sc2cccs2)c(Cl)c1 | -2.15
O=C1Nc2ccccc2C1Cc1ccc(Cl)cc1 (stereo not drawn) | 0.56
O=C(O)c1cccc2cccc(S(=O)c3ccccc3)c12 (stereo not drawn) | -0.85
CSc1scc(NC(=O)Nc2cccc(Cl)c2)c1S(=O)(=O)C(C)C | -0.57
CCOC(=O)C(C)Oc1ccc2c(=O)c(Oc3ccc(OC)cc3)coc2c1 (stereo not drawn) | 1.56

As entered above:
Dicer inh with O/N=C1/C2CC3C1C14CC(C2/C1=N\O)C34 (stereo not drawn) reads -0.79
Dicer inh with Cc1ccsc1CNC(=O)CSCC(=O)O reads -0.96
Dicer inh with CCOC(=O)C(C)Oc1ccc2c(=O)c(Oc3ccc(OC)cc3)coc2c1 (stereo not drawn) reads 1.56
Dicer inh with CCN(CC)c1ncnc2c1sc1nc3c(cc12)COC(C)(C)C3 reads 2.39
Dicer inh with O=C(O)c1cccc2cccc(S(=O)c3ccccc3)c12 (stereo not drawn) reads -0.85

Later entries:
SMILES | Dicer inh
COc1ccc(COC(=O)C2=C(C)NC3=C(C(=O)CCC3)C2c2ccc(OC(C)=O)c(OC)c2)cc1 (stereo not drawn) | 1.16
COC(=O)c1cnc2c(c(C)nn2C)c1OC | 18.2
COc1ccc(OC)c(N2CC(=O)N(c3cc(OC)ccc3OC)CC2=O)c1 | 2.9
Cc1cc(Oc2ccnc3cc(Cl)ccc23)cc(C)c1Cl | -0.76
Cn1c(=O)c2c(O)c([N+](=O)[O-])c(=O)n(C)c2n(C)c1=O | -0.54
COC(=O)C(CC(C)C)NC(=O)CSc1nnc2c3ccccc3n(C)c2n1 (stereo not drawn) | 0.3
CC(=O)c1ccc(O)c(C(=O)NC2(O)C(=O)c3ccccc3C2=O)c1 | -4.17
CC(C)N1C(=O)C(O)(CC(=O)c2ccco2)c2ccccc21 (stereo not drawn) | 6.92*
O=C(C1=NOC2(C(=O)c3ccccc3C2=O)C1c1ccccc1)c1ccccc1 (stereo not drawn) | 3.87*
N#Cc1cnc2cc(-c3cccs3)nn2c1N | -1.74
CCOC(=O)c1sc(S(C)=O)c2c1CCc1cnoc1-2 (stereo not drawn) | -0.52
COC(=O)C(O)(NC(=O)c1cccc(C)c1)C(F)(F)F (stereo not drawn) | -0.59
O=C(NCCc1cccs1)N1CCN(C2c3ccccc3-c3ccccc32)CC1 | -1.27
CC(Sc1nc2ccccc2[nH]1)c1nc2ccccc2c(=O)[nH]1 (stereo not drawn) | 2.18
CCSC1=N/C(=C\c2ccc(OC(C)=O)c(Br)c2)C(=O)S1 | 0.77
O=c1c(-c2ccccc2)c(O)cc(-c2ccc(F)cc2)n1-c1ccccc1 | -1.45
COc1ccc(OC)c(-c2nc(C)sc2CC(=O)O)c1 | 2.09
Cc1ccc(S(=O)(=O)NC2CCSC2=O)cc1 (stereo not drawn) | 1.2
O=C(O)c1cc(C(F)(F)F)cc(C(F)(F)F)c1 | -0.58
COc1ccc2c(c1)CCCN2C(=O)NC(=O)c1c(F)cccc1Cl | -0.99
CS(=O)(=O)c1scc(-c2ccccc2)c1C#N | -1.08
CNc1ncnc(SC(C)C)c1[N+](=O)[O-] | -1.45
CNC(=O)Nc1nncnc1C(=O)O | -2.11
O=C(Nc1ccc2oc3ncccc3c(=O)c2c1)c1cc2ccccc2s1 | -2.02
CCOC(=O)c1sc(N2C(=O)C(=O)/C(=C(/O)c3ccccc3)C2c2cccc(Cl)c2)nc1C (stereo not drawn) | -0.32
COc1ccc(C2=NN3C(C2)c2ccccc2OC3c2ccncc2)cc1 (stereo not drawn) | 2.14
O=C(CSCCS(=O)(=O)c1ccccc1)NNS(=O)(=O)c1ccc(Cl)s1 | 1.38
Cc1cc(NC(=O)CSCC(=O)O)n(C)n1 | 0.36
O=C(Nc1nc2ccccc2c(=O)s1)c1ccc([N+](=O)[O-])cc1 | 0.54
Cc1ccc(C)n1-c1ccc(Cl)cc1C(=O)O | 12.3*
COc1ccccc1C1C(C#N)=C2N=C(N)c3ccccc3N2C2=C1C(=O)CCC2 (stereo not drawn) | -1.01
Cc1c(Br)c([N+](=O)[O-])nn1CC(=O)NCc1ccco1 | -0.5
Cn1c(-c2ccccc2)cnc1NCc1ccc(F)cc1F | 1.34
O=C(Nc1ccc2oc(-c3cccc4ccccc34)nc2c1)c1ccc([N+](=O)[O-])o1 | 1.69
CC(/C=C/c1c[nH]c2ccccc12)=C\C(=O)O | -0.83
COC(=O)C1=C(C)NC(C)=C(C(=O)O[C@@H]2CCCN(Cc3ccccc3)C2)[C@@H]1c1cccc([N+](=O)[O-])c1 | -0.36
CCCn1cc(C(CC(=O)O)C(=O)O)c2ccccc21 (stereo not drawn) | -0.41
Cc1cc(NCc2cccc(Cl)c2Cl)no1 | 0.3
CCCCCOC(=O)CSc1nnc(-c2ccc(C)cc2)o1 | 1.18
Cc1cc(F)ccc1S(=O)(=O)Nc1ccc2oc(=O)sc2c1 | 7.85*
COc1ccccc1C1/C(=C(/O)c2ccc(C)cc2)C(=O)C(=O)N1CC(C)O (stereo not drawn) | -2.33
CC1=CC(C)(C)N(S(=O)(=O)c2ccc(Cl)cc2)c2ccccc21 | -0.19
COc1ccc(C(=O)NNS(=O)(=O)c2ccc(-c3ccccn3)s2)cc1OC1CCCC1 | -1.46
Cn1c(SCC(=O)c2c[nH]c3ccccc23)nnc1-c1ccco1 | 1.84
Cn1nccc1NC(=O)c1ccc(Cl)c(Cl)c1 | -0.33
COc1ccc(C)cc1S(=O)(=O)n1ccnc1 | -2.53
COC(=O)c1ccc(CN2C(=O)C(=O)c3ccccc32)o1 | 3.66*
COC(=O)c1scc(C)c1NC(=O)C1CC1 | -5.18
COc1ccccc1NC(=S)Nc1ccccn1 | 8.93
Cc1cc(C)c(N=C(N)NN)cc1C | -5
CCOc1ccc(N2C(=O)CC(N3CCN(c4ccc(Cl)cc4)CC3)C2=O)cc1 (stereo not drawn) | -1.32
COc1ccc(N2C(=O)CC(Sc3ncn[nH]3)C2=O)cc1 (stereo not drawn) | 1.38
O=C(O)C(Sc1nncc2ccccc12)c1ccccc1 (stereo not drawn) | -0.22
CCCc1cc(=O)n2[nH]c(SCc3ccccc3)nc2n1 | 0.14
COc1ccc2nc(NC(=O)CC3(CC(=O)O)CCCCC3)sc2n1 | 1.31
O=C(O)c1c[nH]c2ccc(S(=O)(=O)N3CCCCC3c3cccnc3)cc2c1=O (stereo not drawn) | -0.57
Cc1ccc(CS/C(N)=N/N)cc1 | -2.69
O=c1oc(-c2ccco2)nc2c1cnn2-c1ccccc1 | 0.11
O=C(O)C1Cc2c([nH]c3ccccc23)C(c2ccccc2Br)N1 (stereo not drawn) | -1.31
[N-]=[N+]=Nc1ccc(C(=O)CSC[C@H](NC(=O)CC[C@H](N)C(=O)O)C(=O)NCC(=O)O)cc1 | 1.74
More structures
SMILES | Dicer inh
COc1ccccc1OCC(O)CO (stereo not drawn) | -0.17
Cc1nc(-c2ccc(NC(=O)C(C)(C)C)cc2)c(-c2ccccc2)o1 | -0.88
CCC(NS(=O)(=O)c1ccc(F)cc1)C(=O)O (stereo not drawn) | 1.92
COc1ccc(Cl)cc1CNCCSc1nnnn1C | -0.26
CN(C)c1ccc(C(c2nnnn2CCOC(=O)Nc2ccc(Cl)cc2)N2CCOCC2)cc1 (stereo not drawn) | -2.05
CCCCc1ccc(-n2nc3ccc(N)cc3n2)cc1 | -1.02
Cc1nn(-c2ccccc2)c2c1C(c1ccccc1)C(C#N)=C(N)O2 (stereo not drawn) | -4.86
O=C(CSc1ncnc2sc3c(c12)CCCC3)NNC(=O)c1ccc(Cl)cc1 | -1.38
COCc1cc(C)nc(SC)c1C#N | 0.76
CC1=C(C(=O)Nc2ccccn2)C(c2ccc(Br)cc2)C2=C(CC(C)(C)CC2=O)N1 (stereo not drawn) | 4.09*
COc1ccc(C2=Nn3c(nc4sc(C)c(C)c4c3=O)SC2)cc1 | -1.98
CCOC(=O)NNC(=S)NCC(C)CC (stereo not drawn) | -0.87
O=C1C2C3C=CC(C3)C2C(=O)N1c1nccs1 (stereo not drawn) | 0.34
Cc1cn(S(=O)(=O)c2ccc(F)cc2)cn1 | -0.6
CN(C(=O)Cn1c(-c2nonc2N)nc2ccccc21)c1ccccc1 | 4.06*
CCOC(=O)CSC1=C(C#N)C(c2ccc(C)cc2)CC(=O)N1 (stereo not drawn) | 0.83
COC(=O)Cn1c(CCS(=O)(=O)c2ccc(Br)cc2)nc2ccccc21 | -1.13
CCOc1cc(C2c3c(oc4ccc(F)cc4c3=O)C(=O)N2Cc2ccc(F)cc2)ccc1O (stereo not drawn) | 0.89
O=c1ccn(-c2ccc(F)cc2)nc1-c1ccnc(SCc2ccc(C(F)(F)F)cc2)n1 | 0.29
O=C(/C=C/c1cccs1)NC(=S)Nc1nc(-c2ccc(Cl)cc2)cs1 | 0.4
Cc1onc(-c2ccccc2)c1NC(=O)N(C)C1CCCCC1 | -0.53
Cc1nc(NCCN(C)C)c2sc3nc4c(cc3c2n1)COC(C)(C)C4 | -0.49
CCN(c1ccccc1)S(=O)(=O)c1cc([N+](=O)[O-])ccc1N | 0.31
CCOC(=O)C(NC(=O)C1CCC(c2ccc(Cl)cc2)CC1)c1ccccc1 (stereo not drawn) | 1.34
CCOc1ccc(C(c2c(C)[nH][nH]c2=O)c2c(C)[nH][nH]c2=O)cc1 | -0.8
CSC1=N/C(=C\c2ccc([N+](=O)[O-])s2)C(=O)N1CCOc1ccc(Cl)cc1 | -0.23
COc1cc(CCC(C)NCc2ccccc2)ccc1O (stereo not drawn) | -1.24
O=C(Nc1ccc(Sc2ccccc2)nc1Sc1ccccc1)c1cccs1 | -0.73
O=C1CC(c2cccc3ccccc23)Sc2nc(-c3ccccc3)nn21 (stereo not drawn) | 4.37*
CCCC(CCC(=O)Nc1nccs1)C(=O)O (stereo not drawn) | 0.98
CSC(=S)N(C)NC(=O)Nc1c(-c2c(Cl)cccc2Cl)noc1C | -0.93
CCN(CC)c1ccc(-n2cc3c(=O)n(C)c(=O)n(C)c3c2)cc1 | 1.56
CCc1c(C#N)sc(C(N)=O)c1CC | -0.43
CCCn1nnc2sc3c(c2c1=O)CCCC3 | 0.7
COC(=O)c1cscc1Sc1ccc(Cl)cc1 | -1.07
Nc1cccc(C(=O)CC2(O)C(=O)Nc3ccc(Cl)cc32)c1 (stereo not drawn) | 11.8*

Among those listed so far, these contain a COOH group.
SMILES | Dicer inh
Cc1ccsc1CNC(=O)CSCC(=O)O | -0.96
O=C(O)c1cccc2cccc(S(=O)c3ccccc3)c12 (stereo not drawn) | -0.85
COc1ccc(OC)c(-c2nc(C)sc2CC(=O)O)c1 | 2.09
O=C(O)c1cc(C(F)(F)F)cc(C(F)(F)F)c1 | -0.58
CNC(=O)Nc1nncnc1C(=O)O | -2.11
Cc1cc(NC(=O)CSCC(=O)O)n(C)n1 | 0.36
Cc1ccc(C)n1-c1ccc(Cl)cc1C(=O)O | 12.3*
CC(/C=C/c1c[nH]c2ccccc12)=C\C(=O)O | -0.83
CCCn1cc(C(CC(=O)O)C(=O)O)c2ccccc21 (stereo not drawn) | -0.41
O=C(O)C(Sc1nncc2ccccc12)c1ccccc1 (stereo not drawn) | -0.22
COc1ccc2nc(NC(=O)CC3(CC(=O)O)CCCCC3)sc2n1 | 1.31
O=C(O)c1c[nH]c2ccc(S(=O)(=O)N3CCCCC3c3cccnc3)cc2c1=O (stereo not drawn) | -0.57
O=C(O)C1Cc2c([nH]c3ccccc23)C(c2ccccc2Br)N1 (stereo not drawn) | -1.31
[N-]=[N+]=Nc1ccc(C(=O)CSC[C@H](NC(=O)CC[C@H](N)C(=O)O)C(=O)NCC(=O)O)cc1 | 1.74
CCC(NS(=O)(=O)c1ccc(F)cc1)C(=O)O (stereo not drawn) | 1.92
CCCC(CCC(=O)Nc1nccs1)C(=O)O (stereo not drawn) | 0.98

(further entries)
SMILES | Dicer inh
CCOC(=O)c1sc2sc(C(=O)c3ccc(Cl)cc3)c(C)c2c1C | -0.85
C=CCSc1nnnn1-c1c(C)cccc1C | -0.1
COc1ccc(N(C(=O)Nc2ccccc2Cl)C(CC(=O)C2CC2)c2ccccc2)cc1 (stereo not drawn) | -1.29
O/N=C(\CN1CCCCC1)c1ccccc1 | -0.72
CN1C(=O)C2(/C(=C(/O)c3ccc(Cl)cc3)C(=O)C(=O)N2CC2CCCO2)c2ccccc21 (stereo not drawn) | 0.79
COc1c(C(=O)Nc2ccc(Cl)cc2)cnc2c1c(C)nn2C | 1.59
O=[N+]([O-])c1cccc(NC2O[C@H](CO)[C@@H](O)[C@H](O)[C@H]2O)c1 (stereo partly drawn) | -0.47
Cc1ccc(NC2=NC(c3ccccc3)n3c(nc(C)cc3=O)N2)c(C)c1 (stereo not drawn) | 1.98
O=[N+]([O-])c1ccc(N/N=C2\CCSc3ccc(Cl)cc32)cc1 | 0.41
O=c1c2ccccc2c(-c2ccc(F)cc2)nn1CCO | -0.7
Cn1nnnc1SCC(=O)NC(C(=O)O)(c1ccccc1)c1ccccc1 | 0.28
COc1ncccc1C(=O)Nc1ccccc1Cl | 0.46
Cc1cc(/C=C(\C#N)S(=O)(=O)c2ccccc2)c(C)s1 | 0.25
COc1ccc(Cl)cc1NC(=O)CSCc1ccco1 | -0.96
S=c1[nH]c(=S)c2c3c(sc2[nH]1)CCCC3 | -1.21
Cc1noc(/C=C/c2cn(Cc3ccccc3Cl)c3ccccc23)c1[N+](=O)[O-] | 1.46
O=C(Nc1ccc2c(c1)OCC1CCCN21)C1=Cc2ccccc2OC1 (stereo not drawn) | 4.37*
Cc1[nH]c2ccccc2c1SCc1nnc(SCC(=O)Nc2ccc(Cl)cc2)n1C | -1.74
C[C@H](CCC(=O)O)[C@H]1CC[C@H]2[C@@H]3C[C@@H](O)C4=C[C@@H](O)CC[C@]4(C)[C@H]3CC[C@]12C | 0.98
O=C(Nc1cccc(Br)c1)c1csc2c1CCCC2 | 5.59*
